Source: PubChem BioAssay (several laboratories)
CatB block: blocks human cathepsin B protease activity; purified cathepsin B, fluorogenic substrate, fluorescence; inhibition, %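 (tested at 10 µM)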; hit rate 0.1% among 63,000; in the data active = inhibition above about 21%;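 also: 0% = enzyme with no compound and 100% = no enzyme blank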
ROCK2 inh: blocks human Rho kinase 2 activity | O75116 | purified ROCK2, Kinase-Glo ATP depletion luminescence | inhibition, % at 6 µM | hit rate 0.35% among 60,000;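 active = inhibition above the screen-wide mean inhibition plus 3 SD, cut at about 18% in these data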;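 also: plate controls were DMSO wells for no effect and Y-27632 control wells after no-enzyme background subtraction for full effect; many of its hits are not listed in these tables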
HER2 expr 66K: Her2 kinase expression inhibition | P04626 | HER2 level % of control, % at 10 µM | hit rate 0.69% among 65,000 | SKBR-3 HER2 protein level, AlphaScreen, 18-24 h; hits give low values;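 active = HER2 level under 5% of the carrier-only control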;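 also: 100% = DMSO carrier and 0% = 500 nM PU-H71 HSP90 inhibitor; lower value means stronger loss of Her2 protein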
CatB mixtures: inhibitors of human cathepsin B in compound mixtures | AID 488 | P07858 | Purified cathepsin B, AMC dipeptide fluorescence | inhibition, %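 (ten-compound pools at 5 µM per compound and 50 µM total)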 | hit rate 0.06% among 62,000; in the data active = inhibition above about 22%, passing the limit was not always enough;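 also: 0% = enzyme without compound and 100% = no enzyme blank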
CatS inh: blocks human cathepsin S protease activity | P25774 | recombinant cathepsin S, AMC dipeptide fluorescence, pooled mixtures | inhibition, %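 (tested at 5 µM per compound within 10-compound mixtures)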 | hit rate 0.06% among 62,000 | AID 501; in the data active = inhibition above about 32%, passing the limit was not always enough;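 also: 0% = enzyme without compound and 100% = blank without enzyme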
Target sequence (P25774 115-331 limits assumed): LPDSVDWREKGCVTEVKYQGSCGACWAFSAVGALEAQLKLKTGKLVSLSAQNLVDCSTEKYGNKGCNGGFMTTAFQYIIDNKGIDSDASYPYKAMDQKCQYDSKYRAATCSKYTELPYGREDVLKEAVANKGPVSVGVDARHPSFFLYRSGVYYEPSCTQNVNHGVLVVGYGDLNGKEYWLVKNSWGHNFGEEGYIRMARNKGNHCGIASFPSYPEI
CatL inh: blocks human cathepsin L protease activity. P07711. purified cathepsin L, fluorogenic substrate, fluorescence. inhibition, %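 (tested at 10 µM)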. hit rate 0.17% among 58,000; in the data active = inhibition above about 45%;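 also: 0% = enzyme with no compound and 100% = no enzyme blank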
Target sequence (P07711 114-288 limits assumed): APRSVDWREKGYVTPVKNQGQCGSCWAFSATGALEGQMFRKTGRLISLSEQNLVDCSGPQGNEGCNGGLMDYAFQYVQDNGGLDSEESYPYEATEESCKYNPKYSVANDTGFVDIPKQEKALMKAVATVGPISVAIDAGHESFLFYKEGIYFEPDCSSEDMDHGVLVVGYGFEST
Target sequence (P07711 292-333 limits assumed): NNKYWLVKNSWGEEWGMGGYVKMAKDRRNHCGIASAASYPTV
Cathepsin G inh: blocks human cathepsin G enzyme activity. P08311. inhibition, % at 5 µM (by protocol). hit rate 0.2% among 62,000. AID 581. purified enzyme, AMC-tetrapeptide fluorescence, pooled mixtures;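 active = inhibition above 20% in each of the two mixture wells holding the compound; inactive = inhibition of 20% or less in either well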;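 also: 0% = enzyme control without mixture and 100% = blank lacking enzyme; strong numbers were not always called active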
Target sequence (P08311 21-244 limits assumed): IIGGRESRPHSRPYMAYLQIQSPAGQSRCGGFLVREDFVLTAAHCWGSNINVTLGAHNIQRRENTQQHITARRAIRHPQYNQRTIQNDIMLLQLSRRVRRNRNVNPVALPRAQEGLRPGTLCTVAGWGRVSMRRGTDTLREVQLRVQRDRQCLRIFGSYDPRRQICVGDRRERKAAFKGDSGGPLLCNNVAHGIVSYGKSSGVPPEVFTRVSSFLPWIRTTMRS
C1s inh: blocks human complement C1s protease activity; purified C1s, fluorogenic AMC substrate, pooled mixtures; mean inhibition % of two 10-compound mixtures (hits give high values), % at 5 µM (by protocol); hit rate 0.16% among 62,000; AID 538;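 active = inhibition above 20% in each of the two 10-compound mixture wells holding the compound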;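 also: 0% = enzyme wells lacking compound mixture and 100% = no-enzyme blank wells; some compounds called inactive have numbers as strong as hits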
PKA inh: blocks human protein kinase A activity; P17612; PKA Kemptide phosphorylation, Kinase-Glo ATP luminescence; inhibition, % at 6 µM; hit rate 0.1% among 65,000; AID 524;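 active = inhibition above the screen-wide mean inhibition plus 3 SD, cut at about 21% in these data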; also: many of its hits are not listed in these tables
Numbers without * were called inactive. Not all compounds are listed (hit frequency here may not be typical).

Screening O=C(CCS(=O)(=O)c1cccc2nonc12)N1CCOCC1 returned CatB block 1, HER2 expr 66K 87, CatB mixtures 3, CatS inh 4, CatL inh 4, Cathepsin G inh 6, C1s inh 22 and PKA inh 3.
`COc1cc(C#N)ccc1OCC(=O)c1ccc2c(c1)OCCO2` gave CatB block -1, ROCK2 inh 7, HER2 expr 66K 93, CatB mixtures 2, CatS inh 6, CatL inh 4, Cathepsin G inh 1, C1s inh -18 and PKA inh 5.
`CCOc1ccc(N(CC(=O)Nc2ccccc2)S(C)(=O)=O)cc1` gave CatB block 1, ROCK2 inh 8, HER2 expr 66K 123, CatB mixtures -1, CatS inh -7, CatL inh 2, Cathepsin G inh 3, C1s inh -13 and PKA inh 10.
For Clc1ccc(CN2C3=NCCN3c3ccccc32)cc1 the results were CatB block 4, ROCK2 inh -2, HER2 expr 66K 82, CatB mixtures 2, CatS inh 14, CatL inh -3, Cathepsin G inh -14, C1s inh -23 and PKA inh -6.
Screening COCCCn1c(SCC(=O)NC(C)(C)C)nnc1-c1ccccc1 returned CatB block -1, ROCK2 inh 3, HER2 expr 66K 74, CatB mixtures 2, CatS inh 1, CatL inh 1, Cathepsin G inh -1, C1s inh -7 and PKA inh 8.
`O=C(NC1(C(F)(F)F)C(=O)Nc2c1c(=O)[nH]c(=O)n2Cc1ccco1)C1CCCCC1` (stereo not given) gave CatB block -2, ROCK2 inh -14, HER2 expr 66K 67, CatB mixtures 7, CatS inh 13, CatL inh 1, Cathepsin G inh 11, C1s inh -17 and PKA inh -1.
`O=CNCC(=O)NCCc1ccc(Cl)cc1` gave CatB block 0, ROCK2 inh 3, HER2 expr 66K 129, CatB mixtures 6, CatS inh 11, CatL inh 4, Cathepsin G inh 2, C1s inh -10 and PKA inh 2.
Screening COc1cccc(-c2cc(C(F)(F)F)n3ncc(C(=O)NCC4CCCO4)c3n2)c1 (stereo not given) returned CatB block 5, ROCK2 inh -1, HER2 expr 66K 66, CatB mixtures 7, CatS inh 5, CatL inh 3, Cathepsin G inh 0, C1s inh -14 and PKA inh -7.
O=C1c2oc3ccc(Cl)cc3c(=O)c2C(c2cccc(Br)c2)N1CCO (stereo not given) was read as CatB block -1, ROCK2 inh 8, HER2 expr 66K 105, CatB mixtures 0, CatS inh -5, CatL inh -10, Cathepsin G inh 9, C1s inh 15 and PKA inh 9.
Screening COc1ccc(NC(=O)NC2(C(=O)N3CCCCCC3)CCCCC2)cc1 returned CatB block -2, ROCK2 inh 2, HER2 expr 66K 82, CatB mixtures -2, CatS inh 6, CatL inh 17, Cathepsin G inh -3, C1s inh -5 and PKA inh 13.
O=c1c2cc(Cl)ccc2[nH]c(=S)n1Cc1ccco1 was read as CatB block 4, HER2 expr 66K 95, CatB mixtures 3, CatS inh 5, CatL inh 12, Cathepsin G inh 14, C1s inh 16 and PKA inh 6.
`O=C(NCC1CCCO1)C1CCCN1C(=O)NC1CCCCC1` (stereo not given) gave CatB block 1, ROCK2 inh 2, HER2 expr 66K 89, CatB mixtures 2, CatS inh -5, Cathepsin G inh -1, C1s inh -1 and PKA inh 6.
Screening Cc1ccc(Cl)cc1N1CCN(C(c2cccnc2)c2nnnn2C2CCCCC2)CC1 (stereo not given) returned CatB block -2, ROCK2 inh -3, HER2 expr 66K 69, CatB mixtures -5, CatS inh -4, CatL inh 0, Cathepsin G inh 1, C1s inh -4 and PKA inh -8.
`Cc1ccc(C)c(C2=CSC3=NCCN23)c1` gave CatB block 7, ROCK2 inh 2, HER2 expr 66K 131, CatB mixtures 3, CatS inh 10, CatL inh 20, Cathepsin G inh -2, C1s inh 11 and PKA inh 10.
Screening COc1ccc(-c2c(C(F)(F)F)oc3c(CN4CCN(C)CC4)c(O)ccc3c2=O)cc1 returned CatB block 7, ROCK2 inh -3, HER2 expr 66K 100, CatB mixtures 3, CatS inh 7, CatL inh 1, Cathepsin G inh -2, C1s inh -6 and PKA inh 3.
CN(C(=O)C1CCCO1)c1nnc(-c2ccccn2)s1 (stereo not given) was read as CatB block -3, ROCK2 inh -2, HER2 expr 66K 108, CatB mixtures -2, CatS inh -2, CatL inh -12, Cathepsin G inh 4, C1s inh 0 and PKA inh -7.
COCCNC(=O)C(c1ccc(C)o1)N(Cc1cccs1)C(=O)c1snc(C(N)=O)c1N (stereo not given) was read as CatB block 2, ROCK2 inh -6, HER2 expr 66K 75, CatB mixtures 4, CatS inh 5, CatL inh -11, Cathepsin G inh -13, C1s inh -10 and PKA inh 3.
`COC(=O)C1(C(=O)OC)Sc2ccccc2C1=O` gave CatB block 0, ROCK2 inh -2, HER2 expr 66K 89, CatB mixtures 2, CatS inh 0, CatL inh 2, Cathepsin G inh 2, C1s inh 6 and PKA inh -3.
COC(=O)Cn1c(C)nc2c(sc3nc(C)cc(C)c32)c1=O was read as CatB block 2, ROCK2 inh 2, HER2 expr 66K 130, CatB mixtures 6, CatS inh -14, CatL inh -1, Cathepsin G inh 8, C1s inh 14 and PKA inh 6.
Screening O=C(c1n[nH]c2ccccc12)N1CCN(S(=O)(=O)c2ccc3ccccc3c2)CC1 returned CatB block 6, ROCK2 inh 7, HER2 expr 66K 89, CatB mixtures -1, CatS inh -11, CatL inh 1, Cathepsin G inh 6, C1s inh 9 and PKA inh 3.
`CCc1cc2c3c(c(=O)oc2cc1O)CCCC3` gave CatB block 3, ROCK2 inh 5, HER2 expr 66K 62, CatB mixtures -11, CatS inh 0, CatL inh -53, Cathepsin G inh -2, C1s inh -75 and PKA inh 3.
Nc1c(C2=NCCO2)nnn1Cc1ccccc1 was read as CatB block 2, ROCK2 inh 6, HER2 expr 66K 97, CatB mixtures 4, CatS inh 14, CatL inh 5, Cathepsin G inh 9, C1s inh -12 and PKA inh 2.
`COCCOC(=O)C1=C(C)NC(=O)NC1c1cccs1` (stereo not given) gave CatB block -3, ROCK2 inh 4, HER2 expr 66K 96, CatB mixtures 4, CatS inh -4, CatL inh -3, Cathepsin G inh -2, C1s inh -5 and PKA inh 7.
Screening Cc1cc(NC(=O)COc2ccccc2)n(-c2ccccc2)n1 returned CatB block 2, ROCK2 inh 3, HER2 expr 66K 90, CatB mixtures -2, CatS inh 4, CatL inh 19, Cathepsin G inh 7, C1s inh 14 and PKA inh 6.
Screening COCCN(C(C)=O)c1nnc(-c2ccccn2)s1 returned CatB block -6, ROCK2 inh 6, HER2 expr 66K 136, CatB mixtures 0, CatS inh 1, CatL inh 23, Cathepsin G inh 7, C1s inh -3 and PKA inh 12.
`O=C(Nc1nc2ccccc2s1)C1CCCN1S(=O)(=O)c1ccc(Cl)cc1` (stereo not given) gave CatB block 8, ROCK2 inh -5, HER2 expr 66K 99, CatB mixtures 4, CatS inh -4, CatL inh 2, Cathepsin G inh 11, C1s inh 17 and PKA inh -2.
For COc1cc(NC(=O)CN(c2ccc(C)cc2)S(=O)(=O)c2c(C)n[nH]c2C)cc(OC)c1 the results were CatB block 1, ROCK2 inh -1, HER2 expr 66K 84, CatB mixtures 6, CatS inh 6, CatL inh 17, Cathepsin G inh 9, C1s inh 18 and PKA inh -4.
Screening COc1ccccc1NC(=O)CN1CCN(CC(=O)Nc2cc(NC(C)=O)ccc2OC)CC1 returned CatB block 2, ROCK2 inh 6, HER2 expr 66K 97, CatB mixtures -4, CatS inh 3, CatL inh 19, Cathepsin G inh 0, C1s inh -100 and PKA inh 8.
CCOC(=O)c1ccc(NC(=O)NCc2ccncc2)cc1 was read as CatB block -1, ROCK2 inh 3, HER2 expr 66K 89, CatB mixtures -2, CatS inh 3, CatL inh 5, Cathepsin G inh 3, C1s inh 2 and PKA inh 2.
Screening CN(C)S(=O)(=O)c1ccc(C(=O)Nc2ccc(CN3CCCC3)cc2)cc1 returned CatB block 2, ROCK2 inh 2, HER2 expr 66K 90, CatB mixtures 3, CatS inh 9, CatL inh 14, Cathepsin G inh 8, C1s inh 1 and PKA inh 4.
`COc1ccc(NC(=O)N(Cc2ccc(C)cc2)Cc2ccccn2)c(OC)c1` gave CatB block 2, ROCK2 inh 0, HER2 expr 66K 91, CatB mixtures 1, CatS inh -6, CatL inh 0, Cathepsin G inh -3, C1s inh -4 and PKA inh 6.
Screening OC(COCC1CC=CCC1)Cn1cnc2ccccc21 (stereo not given) returned CatB block -6, HER2 expr 66K 91, CatB mixtures 3, CatS inh 2, CatL inh -9, Cathepsin G inh 1, C1s inh -4 and PKA inh -3.
`NC1=NC2=C(CCCC2)C2(CCCCC2)S1` gave CatB block 5, ROCK2 inh 3, HER2 expr 66K 105, CatB mixtures -4, CatS inh -5, CatL inh -3, Cathepsin G inh 2, C1s inh -97 and PKA inh -5.
`COc1ccc(C2C(C(=O)NCCN(C)C)c3ccccc3C(=O)N2C)cc1OC` (stereo not given) gave CatB block -4, HER2 expr 66K 99, CatB mixtures 8, CatS inh 4, CatL inh 2, Cathepsin G inh 1, C1s inh -30 and PKA inh 5.
`COc1cc(OC)c(NC(=O)CCNS(=O)(=O)c2cc(Br)cnc2N)cc1Cl` gave CatB block 7, ROCK2 inh 4, HER2 expr 66K 85, CatB mixtures 0, CatS inh 21, CatL inh 8, Cathepsin G inh -1, C1s inh -1 and PKA inh 11.
Screening O=C(Nc1cccc(F)c1)c1ccc(S(=O)(=O)N2CCOCC2)cc1 returned CatB block -2, ROCK2 inh 3, HER2 expr 66K 111, CatB mixtures 2, CatS inh -4, CatL inh -3, Cathepsin G inh 8, C1s inh 11 and PKA inh 8.
CCOCCSc1nnc2nc(C)cc(C)n12 was read as CatB block 1, ROCK2 inh 4, HER2 expr 66K 110, CatB mixtures 1, CatS inh -1, CatL inh 7, Cathepsin G inh 7, C1s inh -1 and PKA inh 8.
`Cc1onc(-c2c(F)cccc2Cl)c1C(=O)NCC1COc2ccccc2O1` (stereo not given) gave CatB block 7, ROCK2 inh 6, HER2 expr 66K 114, CatB mixtures 3, CatS inh -3, Cathepsin G inh 9, C1s inh 0 and PKA inh 12.
Screening O=C(c1cccs1)c1cn(CC(=O)N2CCc3ccccc3C2)c2ccccc12 returned CatB block 1, ROCK2 inh 6, HER2 expr 66K 110, CatB mixtures 7, CatS inh -5, CatL inh 0, Cathepsin G inh -24, C1s inh -153 and PKA inh 1.
For O=C(NCCCN1CCCC1)C1CCN(C(=O)c2cc3sccc3n2Cc2ccc(F)cc2)CC1 the results were CatB block 7, ROCK2 inh 6, HER2 expr 66K 103, CatB mixtures 1, CatS inh 4, CatL inh 21, Cathepsin G inh -3, C1s inh -30 and PKA inh 6.
CC(=O)Oc1ccc2occ(C(=O)c3cccs3)c2c1 was read as CatB block -1, ROCK2 inh 1, HER2 expr 66K 43, CatB mixtures 5, CatS inh 18, CatL inh 11, Cathepsin G inh 13, C1s inh 6 and PKA inh 1.
Cc1nc(N[C@@H](Cc2c[nH]c3ccccc23)C(=O)O)c2oc3ccccc3c2n1 was read as CatB block 7, HER2 expr 66K 128, CatB mixtures 3, CatS inh 16, Cathepsin G inh 12, C1s inh 10 and PKA inh 4.
C=CCNC(=O)CC(C)C(CCCCC)C(=O)O (stereo not given) was read as CatB block 1, ROCK2 inh 0, HER2 expr 66K 91, CatB mixtures 2, CatS inh 15, CatL inh -5, Cathepsin G inh -9, C1s inh 21 and PKA inh 8.

Reprinted from the listing (3 entries):
CC(=O)Oc1ccc2occ(C(=O)c3cccs3)c2c1 was read as CatB block -1, ROCK2 inh 1, HER2 expr 66K 43, CatB mixtures 5, CatS inh 18, CatL inh 11, Cathepsin G inh 13, C1s inh 6 and PKA inh 1.
Cc1nc(N[C@@H](Cc2c[nH]c3ccccc23)C(=O)O)c2oc3ccccc3c2n1 was read as CatB block 7, HER2 expr 66K 128, CatB mixtures 3, CatS inh 16, Cathepsin G inh 12, C1s inh 10 and PKA inh 4.
C=CCNC(=O)CC(C)C(CCCCC)C(=O)O (stereo not given) was read as CatB block 1, ROCK2 inh 0, HER2 expr 66K 91, CatB mixtures 2, CatS inh 15, CatL inh -5, Cathepsin G inh -9, C1s inh 21 and PKA inh 8.
